XiGFP reactiv: X-chromosome reactivation activator; activation, % at 7.58 µM; AID 743238; XiGFP mouse fibroblasts, % GFP-positive cells imaging, 3 d; cells co-treated with 5-aza-dC sensitizer; scaled so ellipticine positive control = 100%; hit rate 0.055% among 360,000;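 active means mean normalized replicate activation at least 10% and every replicate at or above 10%; inconclusive means only one of the two criteria met; inactive means mean below 10% and not all replicates reach 10%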;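 further: 0% = median of on-plate neutral control wells and 100% = ellipticine 6 µM median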
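material = 68-5-11 XiGFP fibroblast line | medium = DMEM plus 5-aza-dC sensitizer | schedule = 3 days compound exposure | benchmarks = positive control ellipticine, 6 µM final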
RAD52 anneal inh: RAD52 (human) annealing inhibition; recombinant RAD52 DNA annealing, FRET fluorescence; inhibition, % at 18.7 µM; hit rate 0.46% among 360,000;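 active means every replicate showing at least 50% inhibition; inconclusive means mean inhibition at least 50% but not in every replicate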
Target sequence (P43351 whole entry, looked up): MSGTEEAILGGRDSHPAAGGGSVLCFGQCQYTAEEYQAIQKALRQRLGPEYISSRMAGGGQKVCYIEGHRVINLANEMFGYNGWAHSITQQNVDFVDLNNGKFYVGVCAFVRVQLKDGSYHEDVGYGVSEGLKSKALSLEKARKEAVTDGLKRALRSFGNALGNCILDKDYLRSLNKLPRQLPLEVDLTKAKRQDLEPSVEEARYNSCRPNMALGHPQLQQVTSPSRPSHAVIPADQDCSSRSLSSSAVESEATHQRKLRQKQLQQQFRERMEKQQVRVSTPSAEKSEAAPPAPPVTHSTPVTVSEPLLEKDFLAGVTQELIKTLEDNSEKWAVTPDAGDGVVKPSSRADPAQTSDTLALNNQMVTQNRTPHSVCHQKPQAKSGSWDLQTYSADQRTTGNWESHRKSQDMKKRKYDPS
CASP6 VEID inh: blocks human caspase-6 cleavage activity | inhibition, % at 12.5 µM | purified caspase-6, Z-VEID-R110 cleavage fluorescence | hit rate 0.53% among 350,000 | P55212;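 active means mean inhibition across replicates at least about 35%, with every replicate also reaching that limit, limit read from the data; inconclusive means only one of the two criteria met; inactive means neither criterion met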;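 further: 0% = median of neutral control wells and 100% = no fluorescence left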
GSIS activator: primary screen for activators of insulin secretion dependent on glucose, INS-1E cells, GLuc reporter luminescence | INS-1E GLuc reporter insulin secretion, 2-3 h | activation, % at 16.6 µM | hit rate 0.61% among 370,000 | AID 743287;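 active means lowest replicate activation of at least 40%, so every replicate reaches that level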;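 further: 0% = median of neutral control wells and 100% = median of IBMX positive control wells; some compounds called inactive have numbers as strong as hits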
DENV2 CPE: protects cells from dengue virus 2 cytopathic effect; DENV2-infected cells, cytopathic effect rescue, plate reader; hit rate 1.7% among 350,000; AID 651640; CPE inhibition, % at 9.99 µM; in the data active means CPE inhibition above about 20%, passing the limit was not always enough; inconclusive means no clear call, values can overlap the other calls; tested in BHK-21 cells;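 further: 0% = median of neutral control wells and 100% = median of positive control wells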
E-sel inducer: E-selectin induction on HUVECs. P16581. HUVEC E-selectin immunofluorescence imaging; normalized: neutral wells 0, TNF-alpha wells 100. activation, % at 7.58 µM. hit rate 0.37% among 260,000;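 active means mean E-selectin-positive cell signal at least 10% of the positive control, reached in at least 60% of replicates, without over 20% cell loss; inconclusive means no rule given, readout overlaps actives, possibly toxicity-flagged; inactive means the rest, including those meeting only one limit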;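 further: in these data hits start at about 27%; measured in HUVEC primary endothelial cells; signal is the percent of cells scored E-selectin positive by PE staining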
Target sequence (P16581 whole entry, looked up): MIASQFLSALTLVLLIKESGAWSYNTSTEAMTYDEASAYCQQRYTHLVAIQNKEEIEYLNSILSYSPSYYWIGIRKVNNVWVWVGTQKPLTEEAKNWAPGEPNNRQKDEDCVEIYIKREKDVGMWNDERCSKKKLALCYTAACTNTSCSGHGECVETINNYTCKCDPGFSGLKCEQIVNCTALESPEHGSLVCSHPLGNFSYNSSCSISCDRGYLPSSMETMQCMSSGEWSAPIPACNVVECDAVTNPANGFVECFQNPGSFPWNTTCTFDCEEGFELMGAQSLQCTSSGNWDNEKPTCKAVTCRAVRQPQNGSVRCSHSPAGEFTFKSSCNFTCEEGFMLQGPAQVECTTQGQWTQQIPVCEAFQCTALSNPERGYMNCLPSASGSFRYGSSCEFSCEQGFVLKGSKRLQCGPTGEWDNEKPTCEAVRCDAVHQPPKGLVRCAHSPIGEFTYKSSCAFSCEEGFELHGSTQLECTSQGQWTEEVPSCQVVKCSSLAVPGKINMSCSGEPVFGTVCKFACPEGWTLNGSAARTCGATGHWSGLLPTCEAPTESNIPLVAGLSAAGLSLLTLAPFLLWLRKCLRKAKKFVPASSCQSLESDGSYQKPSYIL
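Test system: HUVEC | Signal: Immunofluorescence imaging | Read-out: Percent E-selectin-positive cells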
CFTR F508del cor: CFTR F508del correction in bronchial cells | CFBE cells, YFP halide quenching; stimulated with forskolin plus potentiator P3; % fluorescence drop versus neutral controls | activity (quench increase), % at 7.58 µM | hit rate 0.36% among 350,000;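 active means mean added fluorescence quench of at least 8% versus neutral control, with both replicates also reaching 8%; inconclusive means only one of the mean or replicate conditions met; inactive means mean below 8% and not both replicates reaching 8%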;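 further: cells transiently co-express mutant CFTR-F508del with the halide-sensitive YFP; corrector assay measuring rescue of mutant channel to the surface after 24 h compound exposure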
RAD54 inh: blocks human RAD54 Holliday junction branch migration; Q92698; FAM/BHQ fluorescence; inhibition, % at 10.4 µM; hit rate 0.14% among 360,000;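 active means mean normalized replicate activity at least 40 and at least half of replicates scoring 40 or more; inconclusive means only one of the two criteria met; inactive means mean below 40 and under half of replicates reaching 40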;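 further: 0% = median of neutral control wells and 100% = median of positive control wells; inhibitors cause a drop in the FAM fluorescence signal; in these data hits start at about 50%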
* marks the source's active call; other numbers are inactive results; ? = inconclusive; . = no result given.

SMILES	XiGFP reactiv	RAD52 anneal inh	CASP6 VEID inh	GSIS activator	DENV2 CPE	E-sel inducer	CFTR F508del cor	RAD54 inh
O=C(NC1CCCC1)[C@H]1[C@H](CO)[C@H]2Cn3c(ccc(-c4cccnc4)c3=O)[C@@H]1N2CC1CC1	0.1	8	-4	8	4	-1.1	-1.8	-2
O=C(Nc1ccc(Cl)cc1Cl)NC1CCN(S(=O)(=O)c2ccc(F)cc2)CC1	-0.1	-7	-1	-16	?	.	-5.7	-16
N#CC(c1ccc(O)cc1)N1CCOCC1 (centres undefined)	.	-3	-1	2	.	.	1.2	-5
O=C(COC(=O)c1ccc2c(c1)OCO2)Nc1ccccc1Cl	0.1	-10	-1	4	6	.	-1.9	-4
CCOc1cc(C2C(C#N)=C(N)OC3=C2C(=O)CC(C)(C)C3)cc([N+](=O)[O-])c1O (centres undefined)	0.1	-4	4	8	3	.	-3.3	.
CCc1c(-c2ccccc2OC)ncn1CCc1ccccc1OC	0.1	3	-1	-43	-10	-0.2	0.8	.
CCOC(=O)C(Oc1ccc2c(-c3ccccc3)cc(=O)oc2c1C)c1ccccc1 (centres undefined)	-0.1	-13	-1	13	?	-0.1	-2.1	-8
O=C(CC1C(=O)NCCN1C(=O)Nc1ccc(F)cc1)Nc1cc(Cl)ccc1Cl (centres undefined)	0.0	-6	1	-24	4	0.2	0.0	-2
COc1ccc(C(=O)Nc2ccc(O)c3c(=O)cc(-c4cccc(Cl)c4)oc23)cc1	0.0	-7	1	8	-5	0.3	3.1	5
CC(C)OC(=O)c1c(NC(=O)CCC(=O)O)sc2c1CCCCC2	-0.3	-17	4	23	7	0.0	.	.
CCOC(=O)N(C)C[C@@H]1OCc2ccccc2-c2ccccc2C(=O)N([C@@H](C)CO)C[C@@H]1C	-0.1	-3	1	8	8	-0.1	-1.5	4
C[C@@H]1CN([C@@H](C)CO)C(=O)c2cc(-c3ccncc3)cnc2O[C@H]1CN(C)Cc1ccc(Oc2ccccc2)cc1	0.2	3	-3	-23	-8	0.1	-4.6	2
COC(=O)c1ccc(COC(=O)C2CCN(S(=O)(=O)c3ccc(C)c(C)c3)CC2)o1	0.1	-14	0	5	?	-0.1	-0.9	-4
O=C(C[C@@H]1C[C@@H]2c3cc(NC(=O)NC4CCCC4)ccc3O[C@@H]2[C@@H](CO)O1)NCc1ccc(-c2ccccc2)cc1	0.4	-4	-1	-15	4	-0.3	0.5	9
NNc1ncnc2scc(-c3ccc(Cl)cc3)c12	0.2	-114	-2	8	-5	-0.4	5.5	8
COC(=O)c1cc2c(c3c4cc(C)ccc4n(S(=O)(=O)c4ccccc4)c13)C(=O)N(Cc1ccc(C(F)(F)F)cc1)C2	0.2	-24	-4	.	5	0.0	2.0	.
CCCn1c(N/N=C\C=C\c2ccccc2)nc2c1c(=O)[nH]c(=O)n2C	0.0	-16	-2	16	6	.	4.7	.
C[C@@H]1CN([C@@H](C)CO)S(=O)(=O)c2ccc(C3=CCCC3)cc2O[C@H]1CN(C)C(=O)C1CC1	-0.3	.	.	-10	.	1.2	-1.7	.
O=C(COC(=O)c1ccc(O)cc1O)Nc1ccc(Cl)cn1	-0.1	-31	3	-14	11	2.9	-0.6	-2
COC(=O)CCCC1=CC2=C(c3ccccc3)C(=O)C(C)(OC(=O)C3CCCC3)C(=O)C2=CN1C1CCCCC1 (centres undefined)	-0.1	-11	9	-6	8	0.4	1.3	0

By substructure: those above with a thiophene ring, fused or not.
SMILES	XiGFP reactiv	RAD52 anneal inh	CASP6 VEID inh	GSIS activator	DENV2 CPE	E-sel inducer	CFTR F508del cor	RAD54 inh
CC(C)OC(=O)c1c(NC(=O)CCC(=O)O)sc2c1CCCCC2	-0.3	-17	4	23	7	0.0	.	.
NNc1ncnc2scc(-c3ccc(Cl)cc3)c12	0.2	-114	-2	8	-5	-0.4	5.5	8

(list continues)
SMILES	XiGFP reactiv	RAD52 anneal inh	CASP6 VEID inh	GSIS activator	DENV2 CPE	E-sel inducer	CFTR F508del cor	RAD54 inh
Cc1ccc(S(=O)(=O)N(C)C[C@H]2OCCCC[C@H](C)Oc3ccc(NS(=O)(=O)c4c(C)noc4C)cc3C(=O)N([C@H](C)CO)C[C@@H]2C)cc1	-0.1	-57	1	8	-15	.	-2.2	4
CCn1c(=O)c2sccc2n(Cc2cccc(C)c2)c1=O	0.0	-2	-1	3	-2	.	-1.5	0
Cc1noc(C)c1S(=O)(=O)N(C)C[C@@H]1OCCCC[C@@H](C)Oc2ccc(NC(=O)NC(C)C)cc2C(=O)N([C@@H](C)CO)C[C@@H]1C	0.2	2	1	9	-1	.	-3.4	-3
COc1cccc(-c2nc(N3CCN(Cc4ccccc4)CC3)c3ccccc3n2)c1O	-0.2	-13	-1	-9	4	.	2.3	64*
O=C(CCl)Nc1cc(S(=O)(=O)N2CCCCCC2)ccc1Cl	0.0	.	.	4	.	1.0	2.3	.
CCOC(=O)C1=C(COC(=O)c2ccc(C)s2)NC(=O)NC1C (centres undefined)	0.0	-7	7	0	-8	2.7	0.2	-1
O=C(c1ccco1)N1CCN(S(=O)(=O)c2ccccc2[N+](=O)[O-])CC1	0.0	-6	13	6	3	.	1.6	.
COc1cc(C(=O)N2CCc3ccccc32)c([N+](=O)[O-])cc1OC	0.0	-1	0	8	-3	.	-2.9	-5
Cc1ccc(C(=O)N2C(CC(=O)Nc3ccc(Cl)cc3)C(=O)NC3CCCCC32)cc1 (centres undefined)	0.1	-10	3	-41	0	.	2.7	2
COc1ccccc1CN=C1Nc2ccccc2CS1	0.0	-1	-4	6	.	.	2.3	.
O=C1N=c2ccccc2=C1c1sc(=O)[nH]c1O	0.0	-5	-1	-25	7	-0.2	2.1	-7
COc1ccc(S(=O)(=O)N2CCOCC2)cc1NC(=O)CSc1n[nH]c(C(C)C)n1	0.0	0	1	-4	-2	.	2.7	-9
C/C(CC(=O)Nc1cc(C)ccn1)=N\NC(=O)c1cccc(C)c1	-0.2	-12	2	6	-14	.	-1.1	.
COc1ccc2c3c([nH]c2c1)[C@@H](CO)N(C(=O)C1CCOCC1)CC31CN(S(C)(=O)=O)C1	0.1	5	3	12	4	-0.6	-0.2	.
CCc1nnc(NC(=O)c2cc3c(s2)CCCCC3)s1	.	-14	-2	-2	.	.	.	-2
CC1(C)CC(=O)C=C(c2ccc3[nH]ccc3c2)C1	0.0	-1	0	.	-5	0.3	-2.5	3
O=C(CSc1cn(CCNC(=O)c2cccs2)c2ccccc12)NCc1ccccc1	-0.1	-14	0	-21	4	.	-1.3	7
O=C(c1ccco1)N1CCN(C2CN(C3CCCCC3)S(=O)(=O)C2)CC1 (centres undefined)	0.0	-14	-2	-6	3	.	-2.4	0
CCN(CC(=O)Nc1ccccc1OC)C(=O)CN1C(=O)NC(C)(c2ccc3ccccc3c2)C1=O (centres undefined)	-0.9	-10	1	.	2	0.1	1.7	-2
O=C(C[C@H]1C[C@H]2c3cc(NC(=O)C4CCC4)ccc3O[C@H]2[C@H](CO)O1)NCc1ccccn1	0.0	-11	1	17	8	-0.1	-1.2	2
CC(=O)N1CCN(C(=O)COC(=O)CNC(=O)c2ccc(C)cc2)CC1	0.2	4	2	5	?	3.7	0.7	-6
Cc1ccc(NC(=O)CS(=O)c2ccccc2N)c(C)c1 (centres undefined)	0.0	-11	5	-1	6	20	0.1	0
CC(C)C(=O)Nc1ccc(N2CCOCC2)c(S(=O)(=O)Nc2ccccc2Cl)c1	0.1	-37	-6	-46	?	0.0	-2.1	-1
O=C(Nc1ccc(NC(=O)c2ccco2)c(Cl)c1)c1cccc([N+](=O)[O-])c1	0.0	-1	0	10	1	-3.4	-0.9	.
O=C1Cc2cc(S(=O)(=O)Nc3cccc([N+](=O)[O-])c3)cc3c2N1CCC3	0.1	-22	2	-10	6	.	-0.8	-11
O=C(NCC1CCCO1)c1csc2c1CCCC2 (centres undefined)	.	1	0	.	0	.	-0.8	-6
CN(C)C(=O)C[C@H]1CC[C@H]2[C@@H](COC[C@@H](O)CN2CC2CCOCC2)O1	0.2	-5	1	4	10	0.1	2.2	0
COc1ccc2cc(C(=O)Nc3ccccc3)sc(=O)c2c1OC	0.5	-23	2	9	6	0.0	.	1
COC(=O)c1cccc(-n2sc3ccccc3c2=O)c1	2.7	-10	4	.	-3	.	-0.4	1
Cc1ccc(-c2ccc3c(c2)O[C@H](CN(C)C(=O)Nc2ccc(F)cc2)[C@@H](C)CN([C@H](C)CO)S3(=O)=O)cc1	-1.3	9	0	-14	9	0.0	3.7	-3
CC1C(=O)N(Cc2cn(Cc3ccco3)nn2)CCS(=O)(=O)N1Cc1ccc(-c2ccccc2)cc1 (centres undefined)	0.1	-9	1	-22	6	-0.1	0.8	-2
CC(=O)Nc1ccc(NC(=O)/C(=C/c2ccco2)NC(=O)c2ccccc2)cc1	0.0	-22	1	13	-5	.	-7.4	.
C[C@H](CO)N1C[C@H](C)[C@@H](CN(C)Cc2ccc3c(c2)OCO3)Oc2c(NC(=O)c3cnccn3)cccc2C1=O	0.1	4	1	5	3	-6.0	-1.5	-4
CC(C)c1ccccc1OCC(=O)Nc1ccccc1C(=O)N1CCOCC1	0.2	-12	2	4	-3	-0.1	0.4	10
O=C(CN(CC1CCCO1)C(=O)CNS(=O)(=O)c1ccc(F)cc1)NCc1ccccc1 (centres undefined)	0.0	-11	.	24	-5	0.0	-3.8	5
Cc1noc(C)c1S(=O)(=O)N(C)C[C@@H]1Oc2ccc(NS(C)(=O)=O)cc2C(=O)N([C@@H](C)CO)C[C@@H]1C	0.1	0	0	5	7	-15	0.6	2
CCOc1ccccc1NC(=O)c1ccccc1NC(=O)c1ccco1	0.3	1	-3	10	9	.	-0.1	14
COc1ccc(CC(=O)c2ccc(OC)c(OC)c2)cc1	-0.1	-1	-2	71*	4	-2.4	.	.
C[C@@H]1CN([C@@H](C)CO)C(=O)c2cc(NC(=O)Nc3ccc4c(c3)OCO4)ccc2O[C@@H](C)CCCCO[C@@H]1CN(C)C	0.0	23	-11	12	-7	-0.1	-0.2	3
C[C@@H]1CN([C@@H](C)CO)C(=O)c2cccc(NC(=O)Nc3ccc(F)cc3)c2O[C@@H]1CN(C)Cc1ccc(Cl)c(Cl)c1	-0.1	-1	3	-26	9	1.9	-1.0	-7
Cc1[nH]c(=O)[nH]c(=O)c1S(=O)(=O)Nc1cccc(C(F)(F)F)c1	0.0	-21	-1	4	-5	0.8	-0.5	-2
Cc1cc(OCC(=O)NCCN2CCOCC2)cc(C)c1Cl	0.0	-9	-2	15	2	.	0.9	-8
CC(=O)Nc1ccc(NC(=O)[C@@H]2CCCC[C@@H]2C(=O)O)cc1	0.0	-10	0	-1	9	.	-0.2	2
Cc1ccc(S(=O)(=O)NCC(=O)N2CCN(S(=O)(=O)c3ccc(Cl)cc3)CC2)cc1C	-0.1	-7	-5	18	.	0.2	-2.4	2
C[C@@H]1CN([C@@H](C)CO)C(=O)Cc2cc(NS(=O)(=O)c3ccccc3)ccc2O[C@@H]1CN(C)Cc1ccncc1	0.1	-1	-1	-5	4	-2.1	-3.4	2
O=C(COC(=O)c1ccccc1Cl)NCc1ccco1	0.1	-16	27	0	5	.	1.6	-5

High-throughput results as filed in PubChem BioAssay.
